RGS4-Gao reg: modulates binding of RGS4 to human Galphao; P09471; Multiplexed bead flow cytometry; actives lie on both sides; binding response (% of control), % at 10 µM; 220,000 tested, 0.33% active; AID 1415; in the data active means binding response below about 49% or above about 150%; inactive means in between;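 further: fluorescent Galphao activated with aluminum fluoride binding bead-coupled RGS4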
Target sequence (P09471 whole entry, looked up): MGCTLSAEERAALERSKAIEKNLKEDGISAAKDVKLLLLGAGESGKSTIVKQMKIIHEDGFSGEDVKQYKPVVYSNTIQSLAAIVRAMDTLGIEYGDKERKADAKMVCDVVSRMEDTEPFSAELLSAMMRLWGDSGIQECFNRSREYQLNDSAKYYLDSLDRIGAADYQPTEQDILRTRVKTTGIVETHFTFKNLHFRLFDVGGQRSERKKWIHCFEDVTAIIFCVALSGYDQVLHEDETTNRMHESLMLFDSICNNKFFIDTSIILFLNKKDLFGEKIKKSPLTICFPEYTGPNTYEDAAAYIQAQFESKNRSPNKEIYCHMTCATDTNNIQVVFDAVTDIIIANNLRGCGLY
RGS7-Gao reg: regulators of human RGS7-Galphao interaction; P09471; Multiplexed bead flow cytometry, RGS7-Galphao binding; actives lie on both sides; binding response (% of control), % at 10 µM; 220,000 tested, 0.35% active; AID 1439; in the data active means binding response below about 49% or above about 150%; inconclusive means no clear call, values can overlap the other calls; inactive means in between;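 further: fluorescent Galphao held in activated GDP-AlF4 state binding bead-coupled RGS7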
RGS8-Gao: modulates binding of RGS8 to human Galphao. P09471. multiplexed bead flow cytometry; actives lie on both sides. response (percent of control binding), % at 10 µM. 220,000 tested, 0.34% active. AID 1423; in the data active means response below about 60% or above about 140%; inactive means in between;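 further: Galphao activated as the GDP aluminium fluoride complex binding bead-coupled RGS8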
Bcl-W Bim block: human Bim-Bcl-W interaction inhibition. Q92843. bead-based flow cytometry, Bim peptide-Bcl-W binding. inhibition, % at 10 µM. 190,000 tested, 0.02% active. AID 952;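 further: 0% = bound tracer without compound and 100% = peptide blocker; higher means less fluorescent Bim peptide bound to Bcl-W beads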
Target sequence (Q92843 whole entry, looked up): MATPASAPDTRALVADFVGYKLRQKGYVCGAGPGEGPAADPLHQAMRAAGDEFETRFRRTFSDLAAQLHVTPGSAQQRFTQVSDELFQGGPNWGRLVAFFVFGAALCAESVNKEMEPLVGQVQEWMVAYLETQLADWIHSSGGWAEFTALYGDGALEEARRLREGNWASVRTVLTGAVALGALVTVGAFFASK
ABCB1 inh: blocks JC-1 efflux by human ABCB1 transporter; 190,000 tested, 0.067% active; P08183; inhibition, % at 6.6 µM; CCRF-Adr cells, flow cytometry; in the data active means inhibition above about 40%;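 further: 0% = vehicle and 100% = reference inhibitor; higher value means more JC-1 retained so stronger ABCB1 efflux block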
Bim-Bcl-B: inhibitors of Bim-Bcl-B interaction, human; Q9HD36; bead-based flow cytometry, Bim peptide-Bcl-B binding; inhibition, % at 10 µM; 190,000 tested, 0.073% active; AID 951;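 further: 0% = tracer peptide without compound and 100% = reference inhibitor peptide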
Target sequence (Q9HD36 whole entry, looked up): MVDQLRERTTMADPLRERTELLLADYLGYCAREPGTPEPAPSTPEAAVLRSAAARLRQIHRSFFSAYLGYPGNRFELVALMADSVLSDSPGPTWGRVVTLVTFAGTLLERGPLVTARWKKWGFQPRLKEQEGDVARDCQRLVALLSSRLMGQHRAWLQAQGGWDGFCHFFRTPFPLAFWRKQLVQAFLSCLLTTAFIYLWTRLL
Bfl-1 Bim block: inhibitors of Bim-Bfl-1 interaction, human | AID 1008 | Bead-based flow cytometry, Bim-Bfl-1 binding inhibition | 190,000 tested, 0.12% active | inhibition, % at 10 µM | Q16548;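 further: 0% = wells without compound plus tracer and 100% = blocker peptide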
Bcl-2 Bim block: human Bim-Bcl-2 interaction inhibition | 190,000 tested, 0.06% active | P10415 | inhibition, % at 10 µM | Bead-based flow cytometry, Bim peptide-Bcl-2 binding | AID 950; in the data active means inhibition above about 40%; inconclusive means no clear call, values can overlap the other calls;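 further: 0% = no compound wells with probe peptide and 100% = reference peptide inhibitor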
Target sequence (P10415 whole entry, looked up): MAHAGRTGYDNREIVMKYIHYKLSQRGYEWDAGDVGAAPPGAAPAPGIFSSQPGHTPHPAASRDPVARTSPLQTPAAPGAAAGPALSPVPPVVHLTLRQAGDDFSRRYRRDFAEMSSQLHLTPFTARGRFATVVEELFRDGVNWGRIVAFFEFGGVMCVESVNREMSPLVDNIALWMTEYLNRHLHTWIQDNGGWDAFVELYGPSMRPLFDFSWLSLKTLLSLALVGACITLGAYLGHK
Bcl-XL Bim block: inhibitors of Bim-Bcl-XL interaction, human | 190,000 tested, 0.04% active | Q07817 | Bim peptide-Bcl-XL binding, bead flow cytometry, fluorescence | inhibition, % at 10 µM | AID 1007
Mcl-1 Bim block: disrupts Bim peptide binding to human Mcl-1. AID 1009. Bead-based flow cytometry, Bim peptide-Mcl-1 binding. inhibition, % at 10 µM. Q07820. 190,000 tested, 0.1% active;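 further: 0% = no compound tracer wells and 100% = peptide blocker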
ABCG2 block: inhibitors of human ABCG2 transporter, ABCB1 counter-screen; 190,000 tested, 0.1% active; IgMXP3 cells, JC-1 efflux, flow cytometry; AID 1325; Q9UNQ0; inhibition, % at 6.6 µM;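 active means inhibition above 80%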;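 further: 0% = DMSO and 100% = nicardipine control wells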
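Read-out basis: Efflux inhibition in percent versus controls | Test system: ABCG2 IgMXP3 and barcoded ABCB1 CCRF-Adr cell mix | Quantity: 3 million cells/mL in well | Schedule: 10 min at 25 °C | Control set: Nicardipine as high control, DMSO as low control | Reagent: JC-1 as fluorescent efflux pump substrate | Signal: Flow cytometry of retained JC-1 fluorescence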
Active calls of the source: *; ? = inconclusive; / = no result given. Unless noted, no stated cut-off is given here; in the data, active means inhibition above about 40%.

SMILES | RGS4-Gao reg | RGS7-Gao reg | RGS8-Gao | Bcl-W Bim block | ABCB1 inh | Bim-Bcl-B | Bfl-1 Bim block | Bcl-2 Bim block | Bcl-XL Bim block | Mcl-1 Bim block | ABCG2 block
CCCS(=O)(=O)c1c(S(=O)(=O)CCC)c2c(N)cccn2c1C(=O)c1ccccc1 | 94 | 104 | 99 | 5 | 1.4 | -5 | 8 | -1 | -2 | 3 | 4
CCOC(=O)c1c(C)[nH]c(C(=O)CSc2nnc(C3CC3)n2N)c1C | 104 | 103 | 116 | 0 | 0.2 | -1 | -4 | -5 | -3 | 0 | 5
CN(C)S(=O)(=O)c1ccc(NC(=O)c2ccccn2)cc1 | 106 | 104 | 104 | 0 | 0.4 | -7 | -12 | -13 | -6 | -2 | 3
CCN(C(=O)COC(=O)c1cccc(-n2cnnn2)c1)C1CCCCC1 | 98 | ? | 100 | 0 | 0.1 | -4 | -2 | -3 | 0 | -1 | 1
CC(NC(=O)C(Cc1ccccc1)NC(=O)c1ccccc1)C(=O)O (stereo not drawn) | 99 | 100 | 100 | 0 | -0.1 | -10 | -16 | -5 | -3 | -1 | -6
O=C1CCC/C(=N\NC(=O)c2ccc(COc3cccc4cccnc34)cc2)C1 | 95 | 96 | 97 | -4 | -0.3 | -13 | -18 | -9 | -10 | -5 | 0
CCc1[nH]nc2c1C(c1cccc(OC(=O)N3CCOCC3)c1)C(C#N)=C(N)O2 (stereo not drawn) | 103 | 98 | 100 | -1 | 0.6 | -9 | -19 | -12 | -6 | -3 | -4
CN(C)/N=C1\CCS(=O)(=O)c2sccc21 | 100 | 105 | 100 | -3 | -0.7 | -2 | -5 | -2 | -1 | -1 | 0
CC(c1ccc(Br)cc1)N1CC23C=CC(O2)C(C(=O)O)C3C1=O (stereo not drawn) | 104 | 105 | 107 | 1 | 0.2 | -5 | -6 | -7 | 0 | 2 | 1
CCCS(=O)(=O)Nc1c(OC)ccc2c1c(C(=O)OCC)c(C)n2C | 100 | 97 | 95 | -1 | 0.2 | 3 | -1 | -3 | -6 | -2 | 7
CCc1ccc(OCC(=O)NC(=S)Nc2cccc(CO)c2)c(Br)c1 | 99 | 105 | 99 | -1 | -0.3 | -1 | 0 | -2 | 0 | -4 | -1
O=C(CNC(=O)c1ccco1)NCC(=O)OC(C(=O)c1ccccc1)c1ccc(Cl)cc1 (stereo not drawn) | 102 | 101 | 95 | -3 | 0.0 | -5 | -4 | -1 | -4 | -6 | -1
CC1CC(=O)Nc2ccc([N+](=O)[O-])cc2N1C (stereo not drawn) | 100 | 102 | 102 | -1 | 0.1 | -4 | 1 | 0 | -2 | -1 | 2
O=C(COc1ccc2c(c1)OCO2)NC12CC3CC(CC(C3)C1)C2 | 104 | 117 | 101 | 2 | 0.7 | -5 | -9 | -6 | 1 | 0 | 7
O=Cc1ccc(-c2ccc([N+](=O)[O-])cc2Cl)o1 | 97 | 98 | 98 | 2 | 0.8 | 0 | 8 | 3 | 1 | 0 | 15
COCc1c(C(=O)OCC(=O)N2c3ccccc3NC(=O)C2(C)C)oc2ccccc12 | 85 | 97 | 90 | 0 | 0.3 | -2 | 0 | 2 | -1 | -2 | 2
Cc1ccc(C)c(C(=O)COC(=O)c2cccc(N3C(=O)c4c(C)nc5ccccc5c4C3=O)c2)c1 | 99 | 99 | 101 | 0 | 1.1 | -4 | -7 | -5 | -1 | 0 | 11
CCc1ccc(Oc2cc(C)nc(N)n2)cc1 | 99 | 101 | 115 | 1 | 0.1 | 0 | 2 | 2 | -3 | 3 | 1
O=C(Cc1c(O)c2ccccc2[nH]c1=O)NCc1ccc(F)cc1 | 97 | 97 | 100 | -3 | 0.5 | -2 | 0 | -1 | -5 | -3 | 3
Cc1oc(-c2ccc(Cl)cc2)nc1CN1CCCC(C(=O)NCc2cccnc2)C1 (stereo not drawn) | 93 | 101 | 104 | -4 | 1.0 | -2 | -5 | -8 | -8 | -4 | 4
Cc1ccc(-c2nnc(SC(C)C#N)n2N)cc1 (stereo not drawn) | 100 | 99 | 103 | -3 | 0.0 | -13 | -14 | -8 | -15 | -3 | 1
O=C(c1ncc[nH]1)c1ccccc1C(=O)N1CCOCC1 | 100 | 98 | 96 | -2 | 0.4 | 0 | 1 | 0 | 0 | 1 | 2
CC1(C)Cc2ccccc2-c2n[nH]c(=S)n21 | 99 | 115 | 96 | 0 | 1.1 | -16 | -8 | -6 | 8 | -3 | 3
O=C(CSc1nc(-c2cccs2)cc(C(F)(F)F)n1)Nc1cc(OCC(F)(F)F)cc([N+](=O)[O-])c1 | 103 | 104 | 104 | -4 | 2.0 | -5 | 2 | 1 | -4 | -3 | 10
NS(=O)(=O)c1ccc2nc(NC(=O)C3CCCO3)sc2c1 (stereo not drawn) | 97 | 97 | 98 | 0 | 0.0 | -1 | 7 | 7 | -2 | 0 | 8

Reprinted from the part before: three entries, then new ones.
SMILES | RGS4-Gao reg | RGS7-Gao reg | RGS8-Gao | Bcl-W Bim block | ABCB1 inh | Bim-Bcl-B | Bfl-1 Bim block | Bcl-2 Bim block | Bcl-XL Bim block | Mcl-1 Bim block | ABCG2 block
CC1(C)Cc2ccccc2-c2n[nH]c(=S)n21 | 99 | 115 | 96 | 0 | 1.1 | -16 | -8 | -6 | 8 | -3 | 3
O=C(CSc1nc(-c2cccs2)cc(C(F)(F)F)n1)Nc1cc(OCC(F)(F)F)cc([N+](=O)[O-])c1 | 103 | 104 | 104 | -4 | 2.0 | -5 | 2 | 1 | -4 | -3 | 10
NS(=O)(=O)c1ccc2nc(NC(=O)C3CCCO3)sc2c1 (stereo not drawn) | 97 | 97 | 98 | 0 | 0.0 | -1 | 7 | 7 | -2 | 0 | 8
COC(=O)CSc1nc2ccc(NC(C)=O)cc2s1 | 98 | 103 | 101 | 0 | 0.4 | 1 | 0 | -1 | 0 | 2 | 2
O=C(NC1CC2CCCC(C1)N2C(=O)NC1CCCCC1)c1ccc(F)cc1 (stereo not drawn) | 102 | 100 | 100 | -2 | 1.4 | -6 | -14 | -11 | 4 | 0 | 4
CN1C(=O)COc2ccc(C(=O)c3oc4ccccc4c3-c3cnc4c(c3)COc3ccccc3-4)cc21 | 102 | 102 | 101 | / | 0.6 | / | / | ? | / | / | -5
CC(OC(=O)c1cc2sccc2n1C)C(=O)NCc1ccco1 (stereo not drawn) | 97 | 92 | 102 | 1 | 0.1 | -5 | -10 | -8 | -4 | -2 | 1
CC(Oc1cccc2c1OC(C)(C)C2)C(=O)O (stereo not drawn) | 106 | 104 | 102 | 0 | 0.0 | -1 | 1 | 3 | -1 | 0 | 0
O=C1CCCc2c1[nH]c1ccc(Cl)cc21 | 101 | 101 | 107 | -5 | 0.3 | -8 | -1 | -1 | -5 | -1 | 2
CCOC(=O)N1CCC(NC(=O)c2cc3c(-c4ccc(OC)c(OC)c4)nn(C)c3s2)CC1 | 94 | 93 | 100 | 1 | -1.4 | 0 | -5 | 2 | 2 | 2 | 0
Cc1nn(Cc2ccccc2)c(Cl)c1C(=O)NCCc1ccc(Cl)cc1 | 103 | 103 | 119 | -5 | 0.8 | -5 | -10 | -8 | -7 | -2 | 7
O=C(NNC(=O)c1cc2cc(Br)ccc2oc1=O)c1ccc(O)cc1O | 106 | 106 | 108 | -4 | -0.8 | -12 | -6 | -2 | -3 | -5 | -2
COc1ccc(S(=O)(=O)N2CCC(C(=O)NCCC3=CCCCC3)CC2)cc1OC | 95 | 94 | 91 | 2 | 0.1 | 4 | 5 | 9 | 5 | 5 | 0
Cc1c(Nc2cc(N3CCCC(C)C3)c3nonc3c2[N+](=O)[O-])c(=O)n(-c2ccccc2)n1C (stereo not drawn) | 102 | 101 | 104 | 1 | 1.3 | 0 | 1 | -2 | -1 | -1 | 5
O=C(CC12CC3CC(C1)CC(CC(=O)N1CCCC1)(C3)C2)N1CCCC1 | 102 | 103 | 98 | 0 | 0.4 | -4 | 0 | 0 | 0 | -4 | 1
Cc1nn(C(=O)c2cccnc2)c(C)c1C | 88 | 88 | 73 | 14 | -0.2 | 18 | 26 | 20 | 26 | 24 | 0
C/C(CC(=O)Nc1ccc(Cl)cc1Cl)=N\NC(=O)C(=O)NCCO | 88 | 90 | 82 | -4 | -0.1 | -7 | -1 | -2 | -10 | -6 | 1
CCOC(=O)C1=C(C)Nc2ccccc2N=C1NC(=O)Cc1ccc(OC)cc1 | 102 | 106 | 99 | -4 | 1.4 | -9 | -4 | -8 | -5 | -1 | 4
CCc1cccc(CC)c1C(O)c1cccnc1 (stereo not drawn) | 113 | 109 | 128 | 1 | -0.2 | 1 | 1 | 0 | 1 | 4 | -2
O=C(CSC1CC(=O)N(CCc2ccccc2)C1=O)Nc1ccc(Br)cc1 (stereo not drawn) | 85 | 82 | 96 | -3 | 0.2 | -1 | -4 | -6 | -3 | -4 | 3
COc1ccc(C(=O)Nc2cccc(/C(C)=N/NC(=O)c3ccc([N+](=O)[O-])cc3)c2)cc1OC | 102 | 102 | 102 | -1 | 0.4 | 1 | -5 | 0 | -8 | 0 | 3
O=C(Nc1ccc(Cl)cc1)NC1CCS(=O)(=O)C1 (stereo not drawn) | 106 | 109 | 114 | 0 | 0.0 | 0 | -3 | -1 | -2 | 0 | 0
Fc1ccc(C(c2nnnn2Cc2ccco2)N2CCN(C3CCCCC3)CC2)cc1 (stereo not drawn) | 103 | 104 | 101 | -3 | 0.5 | -9 | -11 | -4 | -5 | -1 | -3
COC(=O)c1c(C(=O)OC)c(-c2cccc(Cl)c2)n2c1CS(=O)C2 (stereo not drawn) | 99 | 93 | 97 | -6 | 0.1 | -8 | -5 | -4 | -6 | -5 | 3
Cc1ccc(C)c(C(=O)CC2(O)C(=O)Nc3ccccc32)c1 (stereo not drawn) | 100 | 102 | 100 | 3 | 0.9 | -3 | -13 | -7 | -22 | -2 | 5
Cc1nn(CC2CC2)c(=O)n1-c1ccccc1 | 102 | 102 | 102 | -1 | 0.1 | -2 | -5 | 0 | -1 | 2 | 0
COc1cccc(-c2noc(C3CCCN(C(=O)CC(C)(C)C)C3)n2)c1 (stereo not drawn) | 100 | 102 | 101 | 1 | -1.6 | 5 | 5 | 4 | 3 | 1 | 29
CC(C)(C)C(=O)N1CCC[C@@]1(CO)C(=O)O | 103 | 99 | 102 | -6 | 0.1 | -6 | -9 | -18 | -10 | -6 | 2
Cc1ccccc1-c1nc(CS(=O)(=O)CC(=O)N(C)C2CCCCC2)c(C)o1 | 95 | 99 | 96 | 0 | 1.0 | -11 | -11 | -4 | -4 | -3 | 2
CCn1ncc(CNC(=O)c2cccc([N+](=O)[O-])c2)c1C | 100 | 103 | 102 | -4 | -0.1 | -6 | -3 | -4 | -8 | -3 | 1
O=C(O)CCn1c(=S)oc2ccccc21 | 105 | 101 | 104 | -1 | 0.8 | -4 | 0 | 3 | -3 | -3 | 3
O=C(Nc1cccc(NC(=O)c2cccs2)c1)c1ccco1 | 99 | 98 | 100 | -2 | -0.1 | -1 | 0 | -1 | 0 | 0 | 0
N#C/C(=C\c1cn(-c2ccccc2)nc1-c1cccnc1)c1nnc2n1CCCCC2 | 102 | 99 | 99 | 2 | 3.3 | -6 | -9 | -6 | 1 | 1 | 3

Bioassay records from PubChem BioAssay.
